aSyn yeast rescue = qHTS of alpha-syn Inhibitors: NCGC Sytravon Library Screen | AID 1347070, 2019 | 0.02% of 94,000 active | S. cerevisiae alpha-synuclein toxicity rescue, BacTiter-Glo growth, 24 h | Potency, µM (titrated, usually from 46.1 µM), without a hit: top-dose growth rescue (activation), actives largely listed as activators; active = well fitted activation curve with a large enough effect; inconclusive = small, poorly fitted or top-dose-only effect; note: 0% is about no effect
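Growth restoration measured by BacTiter-Glo luminescence after 24 hr at 30 deg C; alpha-synuclein yeast, raffinose-pregrown to mid-log, were added at OD600=0.02 in galactose medium onto pinned compounds.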
An asterisk follows results filed as active; u = inconclusive; & = joins results of further samples; [ ] = another dose, or the depositor's remark. Potency is the fitted concentration of half-maximal effect. This is a subset, so the mix of outcomes need not match the whole.

SMILES | aSyn yeast rescue
C#CC(CC)(CC)NC(=O)c1cc(S(=O)(=O)N2CCCCC2)ccc1N1CCOCC1 | 2.5%
O=C(c1cc(S(=O)(=O)N2CCOCC2)ccc1F)N(Cc1nnc(-c2ccccc2Cl)o1)C1CC1 | -4.5%
COc1ccc2c(CNCCc3ccco3)c(C(=O)O)n(Cc3ccc(C)cc3)c2c1 | 6.4%
CC1(C)C(=O)N(CC(=O)Nc2ccc(Br)cc2F)c2ccccc21 | 14.4%
Fc1ccc(Nc2nc(SCc3ccc(Cl)cc3)nc3ccccc23)cc1 | -51.7%[inhibitor]
CC(=O)c1cccc(S(=O)(=O)NC2CCSc3ccccc32)c1 (configuration not stated) | -7.6%
COc1cccc(C(c2sc3ncnn3c2O)N2CCN(C(=O)c3ccco3)CC2)c1 (configuration not stated) | -0.6%
O=C(O)c1cc(C(=O)C2CC2)c[nH]1 | -4.6%
COc1cc(NS(=O)(=O)c2ccc3[nH]c4c(c3c2)CCCCCC4)cc(OC)c1 | 8.1%
Cc1ccc([C@H]2C[C@@H](O)[C@H](n3cc(C4CC4)nn3)CN2CC2CCCCC2)cc1 | 3.4%
CCn1nnc(NC(=O)c2ccc(Br)o2)n1 | -3.7%
Cn1c(=O)c2c(nc(N3CCOCC3)n2Cc2ccccc2F)n(C)c1=O | 4.1%
COc1cc(C(=S)N2CCOCC2)cc(OC)c1OC(=O)Cc1ccc(F)cc1 | -5.3%
CCOC(=O)c1cccc(NS(=O)(=O)c2cc(-c3cnc(C)o3)ccc2OC)c1 | -1.9%
COC(=O)c1c(C)oc(C)c1S(=O)(=O)NC(C)(C)C | -4.1%
CSc1cccc(NC(=O)CNC(=O)c2ccc3c(c2)OCO3)c1 | 8.5%
CN(C)S(=O)(=O)N1CCC(Oc2ccc(C(=O)N3CCCCCC3)cc2)CC1 | 6.7%
COc1ccc2c(c1)c(CC(=O)Nc1nnc(C3CC3)s1)c(C)n2C(=O)c1ccc(Cl)cc1 | -2.0%
CCc1ccc(NC(=O)c2ccc3oc(=O)n(Cc4ccccc4)c3c2)cc1 | 1.0%
Cc1ccc(N2CCN(C3=NC(=O)/C(=C\c4cn[nH]c4-c4ccccc4)S3)CC2)cc1 | 4.5%
CCCc1c(C(=O)N/N=C(\C)c2cc(C)sc2C)nnn1-c1nonc1N | -7.2%
Cc1cc(C)cc(-n2c(-c3ccccc3)c(C)n3c4c(=O)n(C)c(=O)n(C)c4nc23)c1 | -6.2%
COc1cc(NC(=O)c2ccc(CNc3c(N4CCCC4)c(=O)c3=O)cc2)cc(OC)c1OC | -3.5%
NC(=O)CCN1CCC(c2nc3ccccc3s2)CC1 | -4.5%
CC(Oc1ccc(F)cc1Br)c1nc2ccccc2c(=O)[nH]1 (configuration not stated) | 9.6%
CCCc1sc(C(=O)Nc2nnc(C3CC3)s2)cc1CC | 5.0%
CC(=O)N1CCc2c(sc3c2c(=O)n(-c2ccccc2)c(=O)n3CC(=O)Nc2cc(C)cc(C)c2)C1 | -1.8%
CC(=O)Nc1nnc(SCc2cc(=O)c3cccc(Cl)c3[nH]2)s1 | -10.6%
CC(NC(=O)Nc1ccccc1)C(c1cccs1)N1CCN(C)CC1 (configuration not stated) | -1.8%
CC(CNC(=O)CCCn1c(=O)c2cccn2c2cccnc21)c1ccccc1 (configuration not stated) | -12.2%&-0.1%
Cc1ccc(C)c(N2CCN(C(=O)c3cc4cc5ccc(C)cc5nc4s3)CC2)c1 | 2.2%
Cc1cc(C)n(C(=O)CNC(=O)c2cccc(Cl)c2)n1 | -0.2%
COc1ccc(C(=O)Nc2ncccc2C)cc1S(=O)(=O)N1CCOCC1 | -1.5%
Cc1ccc(C)c(N2CCN(CCCNC(=O)c3ccc4nc(CCc5ccccc5)oc4c3)CC2)c1 | -57.2%[inhibitor]
Cc1cccc(CN2CCC(CNC(=O)CSc3cc(=O)n(C)c4cc(Cl)ccc34)CC2)c1 | 6.2%
CCOc1ccc(Sc2cc(C(=O)NCc3ccccc3Cl)c3ccccc3n2)cc1 | -4.0%
COc1ccc(C(=O)Nn2c(CCC(=O)O)ccc2-c2ccc(C)cc2)cc1OC | 3.0%
COc1cc(-c2noc(-c3ccc(N4CCCC4)c([N+](=O)[O-])c3)n2)cc(OC)c1OC | -0.3%
O=C(CSc1nnc(-c2cccnc2)o1)N1CCCCC1 | 0.4%
Cc1ccc(CCNC(=O)c2c[nH]c3ccc(S(=O)(=O)Nc4cccc(C(F)(F)F)c4)cc3c2=O)cc1 | -0.5%
CCOC(=O)N1CCN(C2=C(NS(=O)(=O)c3ccc(Br)cc3)C(=O)c3ccccc3C2=O)CC1 | 8.0%
COc1ccc2[nH]c(C)c(CCN3C(=O)OC(C)(C)C3(C)O)c2c1 (configuration not stated) | 8.9%
CC(NC(=O)C(C)N1CCN(Cc2ccccc2)CC1)c1ccccc1 (configuration not stated) | -4.4%
O=C(Nc1cccc(Cl)c1)c1c(NC(=O)C(F)(F)F)sc2c1CCCC2 | -59.1%[inhibitor]
COC(=O)c1ccc(N2CCN(C)CC2)c(NC(=O)COc2ccccc2)c1 | 0.5%
CCCc1cnc2c(c1SCc1cccc(F)c1)c(=O)n(C)c(=O)n2C | -15.2%
Cc1oc2ncnc(N3CCCCC3)c2c1C(=O)NCC1CCN(Cc2ccc(F)cc2)CC1 | -1.6%
CC(=O)c1ccc(Nc2cc(C)nc3ccc(C)cc23)cc1 | -11.5%

Fetched by structure from the entries so far, 2 records:
SMILES | aSyn yeast rescue
COc1ccc(C(=O)Nc2ncccc2C)cc1S(=O)(=O)N1CCOCC1 | -1.5%
Cc1ccc(C)c(N2CCN(C(=O)c3cc4cc5ccc(C)cc5nc4s3)CC2)c1 | 2.2%

Next section.
SMILES | aSyn yeast rescue
O=C(NCc1ccccc1)/C(=C/c1cccc([N+](=O)[O-])c1)NC(=O)c1ccco1 | 2.8%
CCN(CC)S(=O)(=O)c1ccc(NC2c3ccccc3C(=O)N2Cc2ccco2)cc1 (configuration not stated) | -4.1%
CN(C)CCCN(C(=O)/C=C/c1cccs1)c1nc2ccc(F)cc2s1 | -9.8%
Cc1nn2c(NCCN3CCOCC3)c3c(nc2c1-c1ccccc1)CCCC3 | 8.9%
Nc1cc(=O)nc(SCC(=O)Nc2ccc(F)cc2)n1CCc1ccccc1 | 0.8%
Cc1cc(NCc2ccc3c(c2)OCO3)n2nc(C)nc2n1 | 1.3%
CCCCCN(C(=O)CCC(=O)OCC(=O)N1CCC(C)CC1)c1c(N)n(CCCC)c(=O)[nH]c1=O | -0.8%
CCOc1cccc2sc(=NC(=O)c3ccc(S(=O)(=O)N4CCOCC4)cc3)n(C)c12 | -9.6%
COc1ccc(-c2cccc(NS(=O)(=O)c3cc(C)ccc3OC)c2)nn1 | -2.3%
O=C(c1cccs1)N1CCCC(c2nc3c(nnn3Cc3ccccc3Cl)c(=O)[nH]2)C1 (configuration not stated) | -9.2%
CCOc1ccc(NC(=O)Cn2cc(C(=O)c3ccc(C)c(C)c3)c(=O)c3cc4c(cc32)OCCO4)cc1 | -4.2%
CCOc1ccccc1N1CCN(Cc2cnc(-c3ccccc3)[nH]2)CC1 | 2.0%
CN(CC(=O)Nc1ccc(Cl)c(C(F)(F)F)c1)C(=O)C1CC(=O)N(CCc2ccccc2)C1 (configuration not stated) | -0.4%
COc1cccc(CNC(=O)c2c(C)nn(-c3ccc(F)cc3)c2-n2cccc2)c1 | -1.0%
CCCN(CC(=O)Nc1ccccc1C)C(=O)c1ccc(OCc2c(C)noc2C)cc1 | 2.6%
C[C@@H]1CN([C@H](C)CO)C(=O)CCCn2nncc2CO[C@H]1CN(C)Cc1ccc(O)cc1 | 2.8%
CC(C)(C)OC(=O)N1CCC(c2c(C(=O)N3CCc4ccccc4C3)cnn2-c2ccc(F)cc2)CC1 | 9.6%
CC1CCCN(c2nc3c(-c4ccc(Cl)cc4)nnn3c3ccccc23)C1 (configuration not stated) | -1.2%
C[C@H]1CN([C@@H](C)CO)C(=O)c2cc(Br)cnc2O[C@H]1CN(C)Cc1ccc(Oc2ccccc2)cc1 | 6.4%
O=C(c1cccc(S(=O)(=O)N2CCOCC2)c1)N1CCN(S(=O)(=O)c2cccc([N+](=O)[O-])c2)CC1 | 7.3%
COc1cn(CC(=O)Nc2cc(C)ccc2C)c(CN2CCCCC2)cc1=O | -3.0%
N#Cc1cc2c(nc1SCC(=O)O)CCCCC2 | -2.2%
COc1ccc(N=Nc2c(C)[nH]c3ccccc23)cc1 | -37.7%[inhibitor]
C[C@H]1CN([C@@H](C)CO)C(=O)CCCn2nncc2CO[C@@H]1CN(C)C(=O)Nc1ccc(N2CCCCC2)cc1 | 9.3%

Among those listed so far, eight have a thiophene ring, fused or not.
SMILES | aSyn yeast rescue
CCCc1c(C(=O)N/N=C(\C)c2cc(C)sc2C)nnn1-c1nonc1N | -7.2%
CCCc1sc(C(=O)Nc2nnc(C3CC3)s2)cc1CC | 5.0%
CC(=O)N1CCc2c(sc3c2c(=O)n(-c2ccccc2)c(=O)n3CC(=O)Nc2cc(C)cc(C)c2)C1 | -1.8%
CC(NC(=O)Nc1ccccc1)C(c1cccs1)N1CCN(C)CC1 (configuration not stated) | -1.8%
Cc1ccc(C)c(N2CCN(C(=O)c3cc4cc5ccc(C)cc5nc4s3)CC2)c1 | 2.2%
O=C(Nc1cccc(Cl)c1)c1c(NC(=O)C(F)(F)F)sc2c1CCCC2 | -59.1%[inhibitor]
CN(C)CCCN(C(=O)/C=C/c1cccs1)c1nc2ccc(F)cc2s1 | -9.8%
O=C(c1cccs1)N1CCCC(c2nc3c(nnn3Cc3ccccc3Cl)c(=O)[nH]2)C1 (configuration not stated) | -9.2%

(more compounds)
SMILES | aSyn yeast rescue
CC(C)Cn1c(-c2cccc(Br)c2)nc2ccccc21 | 1.3%
CCNC(=O)c1nn(-c2ccccc2C)nc1CO | -4.6%
O=C(O)c1cc2ccccc2c2c1C(=O)c1ccccc1-2 | u
Cc1ccc(S(=O)(=O)c2nc(-c3cccc(C)c3)oc2N2CCN(c3ccccc3)CC2)cc1 | -2.6%
COc1ccc(Cl)cc1NC(=O)CSc1nc2[nH]ncc2c(=O)[nH]1 | 6.4%
Cc1ccc(-c2noc(CCCC(=O)NCc3ccco3)n2)cc1 | 3.6%
COC(=O)Cn1ncc2c(C)n(Cc3ccccc3)c(C)c2c1=O | -11.6%
Cc1ccc(SCC(=O)Nc2ccc(S(N)(=O)=O)cc2)cc1 | -4.1%
COCCNC(=O)CS(=O)Cc1nc(-c2ccc(OC)cc2)oc1C (configuration not stated) | -0.3%
O=C(Cn1c(=O)n(Cc2nc(-c3ccccc3)no2)c(=O)c2cc3c(cc21)OCO3)Nc1ccccc1 | -2.3%
Cc1cc(C)c(NC(=O)c2cc(S(=O)(=O)N3CCCC3)cn2C)c(C)c1 | 4.2%
COCCCN(C(=O)C1=COCCO1)c1c(N)n(Cc2ccccc2)c(=O)[nH]c1=O | -1.6%
Cc1ccc(S(=O)(=O)NNC2=NCCCCC2)cc1 | -7.0%
COc1ccccc1N1CCN(C(=O)CCn2nc(C)c(S(=O)(=O)N3CCCC3)c2C)CC1 | -4.9%
CCn1cc(C(=O)O)c(=O)c2cc(F)c(N3CCN(C(=S)NC(=O)c4ccccc4)CC3)cc21 | -3.8%
Cn1nnnc1SCCCNCc1cc(Cl)ccc1OCc1ccccc1F | 7.0%
O=C(NCCO)c1ccc(-c2nnc(Nc3ccc(OC(F)(F)Cl)cc3)c3ccccc23)cc1 | 0.7%
Cc1ccc(COc2ccsc2C(=O)NN)cc1 | -0.8%
Cc1ccc(NC(=O)CN(C)S(=O)(=O)c2ccc(Br)s2)cc1F | 5.4%
CCn1cc2nc(SCC(=O)Nc3ccc(OC)cc3OC)n(Cc3ccc(OC)cc3)c(=O)c2n1 | 1.8%
COc1ccc(CNC(=O)CCc2cn(C)c3ccccc23)cc1 | 9.6%
O=C(CN1C(=O)COc2ccc(S(=O)(=O)N3CCCCCC3)cc21)NCCc1ccccc1 | 5.9%
COc1cc(OC)c(NC(=O)c2nnn(Cc3ccc(C)cc3)c2N)cc1Cl | 0.6%
COc1cccc(NC(=O)Cn2c(=O)cc(C)c3c(C)nn(-c4cccc(F)c4)c32)c1 | 8.2%
COC(=O)c1sc(-c2ccccc2)cc1NC(=O)Nc1ccc(F)cc1 | -19.9%
Cc1ccc(C)c(NC(=O)CCC(=O)N/N=C/c2cc([N+](=O)[O-])ccc2O)c1 | -16.5%
CCOCN(C(=O)CSc1nc2ccccc2[nH]1)c1c(C)cccc1CC | 4.5%
O=C(NCCc1csc(-c2cccnc2)n1)c1c(F)cccc1F | 3.2%
CC1CCN(S(=O)(=O)c2ccc3c(ccc(=O)n3CC(=O)Nc3ccc(C(C)C)cc3)c2)CC1 | -8.3%
COC(=O)c1ccc(OCC(O)CNCC(c2ccc(OC)cc2)N(C)C)c(OC)c1 (configuration not stated) | 4.4%
CC(=O)C1C(c2ccccc2OC(F)F)NC(=O)NC1(O)C(F)(F)F (configuration not stated) | -2.0%
O=C(NNC(=O)c1cc(-c2ccncc2)nc2ccccc12)c1ccccc1O | -21.0%
Cc1nn2c(=O)cc(COC(=O)c3cccc(NC(=O)c4ccc(F)cc4)c3)nc2s1 | -8.6%
CCN(CC)CCn1c2c(c(SCC(=O)Nc3ccc(C(C)C)cc3)nc1=O)CCC2 | 8.8%
Cc1cc(C)cc(NC(=O)CCC(=O)N2CCSc3ccccc32)c1 | 5.9%
CCOc1ccccc1C(=O)NCC(=O)NNC(=O)c1csc(N2CCOCC2)n1 | -0.2%
COc1ccccc1CNC(=O)C1CCN(S(=O)(=O)c2ccc3c(ccn3C)c2)CC1 | -2.3%
CCOC(=O)CSc1nc2sc3c(c2c(=O)n1Cc1ccccc1)CC(C(C)C)OC3 (configuration not stated) | -7.9%
Cc1nc(-c2cccc(F)c2)sc1CCNC(=O)C(=O)Nc1ccc2c(c1)OCO2 | 1.4%
O=C(O)C1CCN(Cc2ccccn2)CC1 | -10.9%
Cc1oc(-c2cccs2)nc1CS(=O)CC(=O)NCCc1ccccc1 (configuration not stated) | 11.5%
